S100A4 MyoIIA: blocks human S100A4 binding to myosin IIA peptide; P26447; S100A4/TAMRA-MyoIIA peptide fluorescence polarization; inhibition, % at 10.7 µM; 0.14% of 360,000 active; AID 652163;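 active = mean inhibition of at least 70% across replicates, with every replicate also reaching that level; inconclusive = mean inhibition reaches 70% but some replicates fall short; inactive = mean inhibition below 70%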
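incubation = readout 5 min after mixing, signal stable up to 60 min | system = S100A4 monomer protein | buffer or medium = HEPES pH 7.2 with CaCl2, KCl, NaCl, DTT, Triton | benchmarks = neutral control DMSO, positive control TFP | also added = fluorescent myosin IIA peptide, 5 nM | compound dosing = one concentration per compound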
PglD inh: blocks C. jejuni PglD acetyltransferase activity | inhibition, % at 12.5 µM | 0.098% of 360,000 active | purified PglD enzyme, DTNB colorimetric CoA detection; in the data active = inhibition above about 16%, passing the limit was not always enough; inconclusive = no clear call, values can overlap the other calls; note: strong numbers were not always called active
DENV2 CPE rescue: protects cells from dengue virus 2 cytopathic effect | DENV2-infected cells, cytopathic effect rescue, plate reader | CPE inhibition, % at 9.99 µM | 1.7% of 350,000 active; in the data active = CPE inhibition above about 20%, passing the limit was not always enough; inconclusive = no clear call, values can overlap the other calls; tested in BHK-21 cells;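 note: 0% = median of neutral control wells and 100% = median of positive control wells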
C2C12 statin: suppressors of simvastatin-induced myotoxicity in C2C12 myotubes | ATP luminescence, 48 h; scaled: DMSO 0, geranylgeraniol control 100 | rescue of ATP level, % at 7.49 µM | 0.78% of 330,000 active;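 active = mean ATP rescue above about 67%, or every replicate alone reaching that limit, limit read from the data, passing the limit was not always enough; inconclusive = no clear call, values can overlap the other calls; inactive = mean under the limit and some replicate under it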;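 note: myotubes were challenged with 10 µM simvastatin during compound exposure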
SIRT5 inh: sirtuin-5 (human) deacylase inhibition | Purified SirT5, succinyl-peptide AMC, trypsin-coupled fluorescence | AID 652115 | inhibition, % at 15 µM | 1.1% of 330,000 active; in the data active = inhibition above about 15%; inconclusive = no clear call, values can overlap the other calls
ERp5 inh: blocks human ERp5 reductase activity on insulin; 0.05% of 350,000 active; ERp5 insulin aggregation, absorbance 650 nm, 90 min; Q15084; inhibition, % at 9.99 µM; AID 651711;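 active = mean replicate inhibition above about 25%, with every replicate also reaching it, limit read from the data, passing the limit was not always enough; inconclusive = only one of those two criteria met; inactive = neither criterion met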
Target sequence (Q15084 whole entry, looked up): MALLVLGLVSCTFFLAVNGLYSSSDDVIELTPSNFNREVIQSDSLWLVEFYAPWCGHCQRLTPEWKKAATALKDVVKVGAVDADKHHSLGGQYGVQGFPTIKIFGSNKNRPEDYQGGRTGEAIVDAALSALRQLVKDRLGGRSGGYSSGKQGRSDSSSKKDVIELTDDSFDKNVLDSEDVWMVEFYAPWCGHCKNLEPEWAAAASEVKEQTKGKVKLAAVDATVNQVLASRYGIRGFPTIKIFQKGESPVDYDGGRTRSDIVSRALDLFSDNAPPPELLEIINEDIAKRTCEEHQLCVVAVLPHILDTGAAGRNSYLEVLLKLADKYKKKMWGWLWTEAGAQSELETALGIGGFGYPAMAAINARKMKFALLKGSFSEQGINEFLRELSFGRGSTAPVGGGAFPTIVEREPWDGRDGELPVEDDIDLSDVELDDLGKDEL
E-sel inducer: induces E-selectin expression in human endothelial cells. activation, % at 7.58 µM. HUVEC E-selectin immunofluorescence imaging; normalized: neutral wells 0, TNF-alpha wells 100. 0.37% of 260,000 active;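 active = mean E-selectin-positive cell signal at least 10% of the positive control, reached in at least 60% of replicates, without over 20% cell loss; inconclusive = no rule given, readout overlaps actives, possibly toxicity-flagged; inactive = the rest, including those meeting only one limit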;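 note: in these data hits start at about 27%; measured in HUVEC primary endothelial cells; signal is the percent of cells scored E-selectin positive by PE staining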
Target sequence (P16581 whole entry, looked up): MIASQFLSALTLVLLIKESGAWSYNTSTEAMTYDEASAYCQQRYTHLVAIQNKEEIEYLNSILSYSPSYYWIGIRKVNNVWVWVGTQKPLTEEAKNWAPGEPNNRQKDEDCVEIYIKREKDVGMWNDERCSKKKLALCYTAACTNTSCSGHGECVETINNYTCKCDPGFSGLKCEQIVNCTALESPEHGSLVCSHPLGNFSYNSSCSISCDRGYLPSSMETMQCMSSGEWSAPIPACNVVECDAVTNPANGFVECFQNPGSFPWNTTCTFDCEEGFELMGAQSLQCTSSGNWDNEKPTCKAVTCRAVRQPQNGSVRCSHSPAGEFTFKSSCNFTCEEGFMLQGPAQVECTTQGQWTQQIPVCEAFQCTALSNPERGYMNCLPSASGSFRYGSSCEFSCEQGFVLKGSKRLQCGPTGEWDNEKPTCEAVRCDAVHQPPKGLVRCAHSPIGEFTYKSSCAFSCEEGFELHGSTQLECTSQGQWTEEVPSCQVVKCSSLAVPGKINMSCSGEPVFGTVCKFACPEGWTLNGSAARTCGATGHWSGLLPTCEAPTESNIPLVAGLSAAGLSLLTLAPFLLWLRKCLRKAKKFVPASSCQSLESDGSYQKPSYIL
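Test system: HUVEC; input: 3,000 HUVEC/well; measured by: immunofluorescence imaging; read-out: % PE-positive cells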
An asterisk follows results filed as active; ? = inconclusive; / = not tested or not shown.

The first two compounds, ahead of the listing:
The line under a structure holds: S100A4 MyoIIA, PglD inh, DENV2 CPE rescue, C2C12 statin, SIRT5 inh, ERp5 inh, E-sel inducer
- O=C(NC1CCCC1)C1CCN(C(=O)c2cccc(Cl)c2)CC1
 : 2, -2, 8, 5, -2, 4, /
- COc1ccccc1NC(=S)N1CCn2cccc2C1c1cccnc1 (stereo not given)
 : -5, /, -1, /, /, -2, 7.6

This part in full, from the start:
The line under a structure holds: S100A4 MyoIIA, PglD inh, DENV2 CPE rescue, C2C12 statin, SIRT5 inh, ERp5 inh, E-sel inducer
- O=C(NC1CCCC1)C1CCN(C(=O)c2cccc(Cl)c2)CC1
 : 2, -2, 8, 5, -2, 4, /
- COc1ccccc1NC(=S)N1CCn2cccc2C1c1cccnc1 (stereo not given)
 : -5, /, -1, /, /, -2, 7.6
- COc1ccc(S(=O)(=O)N2CCOCC2)cc1NC(=O)CN1CCCc2ccccc21
 : -5, 0, ?, 7, 1, -5, 0.0
- O=C(Nc1ccccc1)c1cc(C2COCCN2C(=O)c2ccccn2)on1 (stereo not given)
 : 7, -3, 9, 1, 0, 12, 0.5
- C/C=C/c1ccc([C@H]2[C@@H](CO)N(C(C)=O)[C@H]2CNC(=O)CC2CC2)cc1
 : -9, 0, -9, 7, 3, 5, -0.2
- CCC(=O)N1CCCC1(C)C(=O)Nc1cc(OC)ccc1OC (stereo not given)
 : 16, 0, 0, 11, /, 1, 0.5
- COc1cccc(S(=O)(=O)N[C@H]2CC[C@H](CC(=O)NC3CCC3)O[C@@H]2CO)c1
 : 0, 0, ?, -3, 1, -2, 0.1
- COc1ccccc1NS(=O)(=O)c1cc(NC(=O)c2cc[n+]([O-])cc2)ccc1N1CCCC1
 : -3, /, -5, /, 1, -1, /
- COc1ccc(CNC(=O)COC(=O)c2ccco2)cc1
 : 1, /, -2, /, -7, -1, -0.1
- CCCCC(CC)CNC(=O)c1cc2ccccc2c(=O)o1 (stereo not given)
 : -1, 9, ?, /, -7, 5, -0.9
- Cc1ccc(S(=O)(=O)Nc2ccc3c(c2)C(=O)N([C@H](C)CO)C[C@@H](C)[C@@H](CN(C)Cc2ccc(C(=O)O)cc2)O3)cc1
 : 14, -1, 3, 19, 4, /, 0.9
- COc1cc(C2c3cc4c(cc3C3OC(=O)C2C3CO)OCO4)cc(OC)c1OC (stereo not given)
 : 1, 4, -14, -32, /, 1, -0.1
- CCn1cc(S(=O)(=O)Nc2cccnc2)cn1
 : -2, 0, -4, 2, 0, 4, -0.2
- COc1ccc(-c2csc(C(C)(O)c3cccc(F)c3)n2)cn1 (stereo not given)
 : 4, 2, ?, 5, /, 5, 0.0
- Cc1cc2nnc(SCC(=O)NCC(c3ccccc3)N(C)C)n2c2ccccc12 (stereo not given)
 : -3, 1, -3, 1, -1, 1, 7.4
- O=C(C[C@@H]1CC[C@H]2NC[C@@H](O)COC[C@@H]2O1)NCCN1CCCCC1
 : 0, 1, -1, -8, -3, -1, -0.3
- COC(=O)[C@H](Cc1ccc(O)cc1)NC(=O)Cn1cnc2c(NCc3ccccc3)ncnc21
 : 0, 5, -4, 22, -4, 6, 1.5
- CN1c2ccc(-c3ccc(F)cc3)cc2[C@H]2[C@H](CCN2S(=O)(=O)c2ccc(F)cc2)[C@@H]1CO
 : 2, 2, 2, 16, 5, -1, -0.3
- O=C(NNC(=O)c1cc2ccccc2cc1O)Nc1ccc(Br)cc1
 : -2, 0, -9, /, -1, -18, 0.0
- CCc1ccc(-c2csc3ncn(Cc4ccc(C(=O)O)cc4)c(=O)c23)cc1
 : 5, /, -3, /, 2, -4, /
- CC(=O)CCC(=O)N1CCCC(CNC(=O)c2ccc(-c3ccccc3)cc2)C1 (stereo not given)
 : -3, /, /, 27, -4, 0, 2.5
- COc1ccc(CN(C)C[C@@H]2Oc3ccc(NS(C)(=O)=O)cc3C(=O)N([C@H](C)CO)C[C@H]2C)cc1
 : 5, 4, 25*, -2, 0, 1, 7.2
- CC1(C)CN=C(N(C(=O)Nc2ccccc2)c2ccccc2F)S1
 : -1, -2, 1, /, /, 1, -0.1
- C[C@H](CO)N1C[C@H](C)[C@H](CN(C)C(=O)c2ccccc2)OCCCC[C@H](C)Oc2ccc(NS(=O)(=O)c3ccc(Cl)cc3)cc2C1=O
 : -4, -4, 13, /, -1, -2, -0.1
- COC(=O)C1(CCSC)NC(c2ccc(OC)cc2OC)C2C(=O)N(c3cccc(C(C)=O)c3)C(=O)C21 (stereo not given)
 : -1, -5, -3, -5, 2, 1, 0.1
- CCOC(=O)c1ccc(NC(=O)c2sc3nc(N4CCOCC4)c4c(c3c2N)CCCC4)cc1
 : 2, 3, 2, -2, -1, /, -0.6
- Clc1nccc(NCc2ccccc2)n1
 : 2, 0, -4, /, 3, -1, 0.9
- CC(=O)NN1CCc2cc3ccc(C)cc3nc21
 : -10, 2, 0, 1, -6, 2, -0.2
- CN(Cc1ccccc1)C(=O)Nc1ccc(Cl)cc1
 : -2, -4, 9, -5, 1, 2, -0.6
- Cc1ccc(S(=O)(=O)N(C)C[C@@H]2OCCCC[C@H](C)Oc3ccc(NC(=O)c4ccccc4)cc3C(=O)N([C@@H](C)CO)C[C@H]2C)cc1
 : 0, 10, 5, /, 1, 0, /
- FC(F)(F)c1ccc2c3n(nc2c1)CCN=C3c1ccc(Cl)cc1
 : -3, 0, 1, 2, -5, 6, 0.4
- O=C(CC1CC1)N1CC(=O)N2[C@H](CO)[C@@H](c3ccc(/C=C/c4ccccc4)cc3)[C@@H]2C1
 : -17, /, 4, /, 2, -2, 0.2
- N#C[C@@H]1[C@@H](c2ccccc2C2=CCCCC2)[C@H](CO)N1C(=O)Cc1ccncc1
 : -7, /, -5, /, 0, -4, -0.1
- CC1(C(=O)NS(=O)(=O)c2cccc(Cl)c2)CCN1C(=O)C1(c2ccc(Cl)cc2)CC1 (stereo not given)
 : -2, 5, 2, 0, -2, 3, 0.3
- CCCCCN(C(=O)CCC(=O)OCc1ccccc1C(F)(F)F)c1c(N)n(CCCC)c(=O)[nH]c1=O
 : -4, -4, -3, 5, -5, -1, 0.5
- C[C@@H](C(=O)Nc1ccc2c(c1)OCCO2)n1c(=O)[nH]c2ccccc2c1=O
 : -6, 0, -3, -4, 0, 6, /
- COc1ccc2c(c1)cc(C(=O)N[C@@H](Cc1ccccc1)C(=O)N[C@@H](C)C(=O)O)n2C
 : -1, 10, 8, 8, -2, -1, /
- CN1C(=O)c2cc(NC(=O)C3CCCC3)ccc2OC[C@@H]2O[C@H](CC(=O)O)CC[C@@H]21
 : 0, 1, -6, -3, -1, -4, -0.1
- CCOc1ccccc1CN1CCN(Cc2cn(C)nc2-c2ccccc2)CC1CCO (stereo not given)
 : 0, -2, 12, -10, -3, 3, 1.3
- Cc1cc(C)cc(OCC(=O)NN2C(=O)c3ccccc3C2=O)c1
 : 4, /, /, /, -12, 7, -1.9
- CN1C(CC(=O)Nc2ccc(Cl)cc2Cl)c2ccccc2CC1(C)C (stereo not given)
 : 2, -6, -3, /, -1, -2, /
- CC(=O)Nc1cccc(/C(C)=N/NC(=O)c2ccc(NS(=O)(=O)c3cccs3)cc2)c1
 : -1, 6, -1, /, 5, -3, 0.7
- C[C@@H]1CN([C@@H](C)CO)C(=O)c2cccc(N(C)C)c2O[C@H]1CN(C)S(C)(=O)=O
 : 0, 0, -8, -17, -3, -5, 0.1
- COCCN(C(=O)CSc1nnc(-c2ccccc2OC)o1)c1c(N)n(CC(C)C)c(=O)[nH]c1=O
 : 3, /, -2, /, -9, 9, 0.8
- Cc1cc(C)c(NC(=O)CCCSc2nnc(N)s2)c(C)c1
 : -5, /, /, /, -3, -1, /
- CC1(Cc2cccc(C#N)c2)C(=O)Nc2ccc(-c3cccc(C(F)(F)F)c3)cc21 (stereo not given)
 : 5, -4, 94*, -2, /, 3, -0.3
- Cn1c(=O)c2c([nH]c(=S)n2Cc2ccc(Cl)cc2)n(C)c1=O
 : -10, 2, -1, 6, -4, 0, /
- Cc1sc(N2C(=O)C3C(C2=O)[C@H]2C=C[C@@H]3C2)c(C#N)c1C (stereo not given in full)
 : 3, /, 2, /, -4, 4, 0.1
- O=C(c1cccc(S(=O)(=O)Nc2ccc(F)cc2)c1)N1CCC1
 : 4, -5, -4, -5, -3, -1, 0.0
- CC[C@H](CO)Oc1cc(NCc2ccc(Cl)c(Cl)c2)c2ncn(C(C)C)c2c1
 : -3, -4, 9, -13, /, -7, -0.1
- CC(c1ccco1)N(C(=O)c1cc(Cl)cc(Cl)c1)c1ccccn1 (stereo not given)
 : -1, -3, 4, 29, -5, 6, /
- CCc1ccc(OCC(=O)NNC(=O)C2CCC2)cc1
 : 6, -3, 6, 12, 1, -2, /
- O=C(N/N=C\c1cc([N+](=O)[O-])ccc1N1CCOCC1)c1ccccn1
 : -4, -3, /, /, -3, 6, /
- CC(=O)N1CCN(c2ccc([N+](=O)[O-])cc2C#N)CC1
 : -1, 0, -2, -1, 6, 0, /
- CCC(C)C(N)C1=NC(C(=O)N[C@@H](CC(C)C)C(=O)N[C@H](CCC(=O)O)C(=O)N[C@H](C(=O)N[C@H]2CCCCNC(=O)[C@H](CC(N)=O)NC(=O)[C@@H](CC(=O)O)NC(=O)[C@H](Cc3cnc[nH]3)NC(=O)[C@@H](Cc3ccccc3)NC(=O)[C@H]([C@@H](C)CC)NC(=O)[C@@H](CCCN)NC2=O)[C@@H](C)CC)CS1 (stereo not given in full)
 : -4, 1, 9, 10, -1, 2, 2.8
- CN(C)CC(=O)N1c2ccccc2Sc2ccc(Cl)cc21
 : -3, /, 10, /, -1, 2, /
- COc1ccccc1C(NC(=O)CC(C)C)c1c(O)ccc2ccccc12 (stereo not given)
 : 2, -1, 2, 8, /, -1, /
- C[C@@H]1CN([C@@H](C)CO)C(=O)c2cc(NS(=O)(=O)c3ccc(Cl)cc3)ccc2O[C@@H](C)CCCCO[C@@H]1CN(C)CC1CCCCC1
 : /, 1, -23, /, /, /, -0.1
- COCCCn1c(SCC(=O)Nc2ccccc2F)nnc1-c1ccoc1C
 : -2, 0, 4, 2, /, -1, 0.1
- Cc1onc(-c2ccccc2)c1C(=O)Nc1cccc(S(=O)(=O)NC2=NCCC2)c1
 : 1, -2, 7, 4, 0, 0, -0.4

The results go on:
The line under a structure holds: S100A4 MyoIIA, PglD inh, DENV2 CPE rescue, C2C12 statin, SIRT5 inh, ERp5 inh, E-sel inducer
- CO[C@@H]1CN(C)C(=O)c2ccc(NS(=O)(=O)CC(F)(F)F)cc2OC[C@H](C)N(Cc2nccs2)C[C@H]1C
 : -15, 0, 3, -2, 6, -2, -0.2
- Cc1ccc(S(=O)(=O)N[C@H]2CC[C@@H](CC(=O)N3CCC(Cc4ccccc4)CC3)O[C@@H]2CO)cc1
 : 1, -2, -11, 8, -3, -1, 0.2
- CCCc1nc2ccc(C(=O)OC)cn2c1Cc1ccccc1
 : -2, 10, 5, 10, -12, 2, 0.0
- CC(C)[C@H](C)NC(=O)N(C)C[C@H]1OCc2ccccc2-c2c(n(C)c3ccccc23)C(=O)N([C@@H](C)CO)C[C@@H]1C
 : -12, 2, 1, /, -7, 0, -0.4
- CCC(CC)CN1CCC(CN2C(=S)NC[C@@H]2Cc2ccccc2)CC1
 : -57, /, -2, /, -2, 2, 0.1

Assay outcomes from PubChem.

A portion of the library (hit frequency here may not be typical).
